# Assay outcomes (PubChem)
# M4 PAM – potentiates acetylcholine response at human M4 receptor; P08173; CHO-K1 hM4/Gqi5, Fluo-8 calcium fluorescence, ACh EC20; 0% = ACh EC20, 100% = maximal ACh; activation, % at 3 µM; actives 0.4% (n = 360,000);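 active = activation above its plate's cutoff, the mean activation of sample wells plus 3 SD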; note: some results filed as inactive read as strong as hits
# Target sequence (P08173 whole entry, looked up): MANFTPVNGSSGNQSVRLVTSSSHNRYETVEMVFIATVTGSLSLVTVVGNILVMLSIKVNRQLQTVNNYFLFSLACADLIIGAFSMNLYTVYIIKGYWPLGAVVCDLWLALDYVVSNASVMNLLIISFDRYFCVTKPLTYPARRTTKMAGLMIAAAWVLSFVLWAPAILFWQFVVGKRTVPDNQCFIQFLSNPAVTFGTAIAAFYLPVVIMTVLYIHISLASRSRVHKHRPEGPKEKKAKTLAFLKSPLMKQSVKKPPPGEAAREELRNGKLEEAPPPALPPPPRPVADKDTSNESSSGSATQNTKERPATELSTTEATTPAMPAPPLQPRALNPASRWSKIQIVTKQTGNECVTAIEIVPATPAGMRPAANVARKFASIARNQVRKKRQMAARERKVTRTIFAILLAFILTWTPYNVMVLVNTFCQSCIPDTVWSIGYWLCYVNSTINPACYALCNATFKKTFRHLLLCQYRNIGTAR
# M5 antag – blocks acetylcholine activation of human M5 receptor; P08912; CHO-hM5 cells, Fluo-8 calcium fluorescence, ACh EC80; inhibition, % at 3 µM; actives 0.59% (n = 360,000);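 active = inhibition above a per-plate cutoff, the mean of that plate's test compounds plus 3 SD, cut at about 27% in these data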;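 note: 0% = acetylcholine EC80 with DMSO and 100% = DMSO without agonist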
# Target sequence (P08912 whole entry, looked up): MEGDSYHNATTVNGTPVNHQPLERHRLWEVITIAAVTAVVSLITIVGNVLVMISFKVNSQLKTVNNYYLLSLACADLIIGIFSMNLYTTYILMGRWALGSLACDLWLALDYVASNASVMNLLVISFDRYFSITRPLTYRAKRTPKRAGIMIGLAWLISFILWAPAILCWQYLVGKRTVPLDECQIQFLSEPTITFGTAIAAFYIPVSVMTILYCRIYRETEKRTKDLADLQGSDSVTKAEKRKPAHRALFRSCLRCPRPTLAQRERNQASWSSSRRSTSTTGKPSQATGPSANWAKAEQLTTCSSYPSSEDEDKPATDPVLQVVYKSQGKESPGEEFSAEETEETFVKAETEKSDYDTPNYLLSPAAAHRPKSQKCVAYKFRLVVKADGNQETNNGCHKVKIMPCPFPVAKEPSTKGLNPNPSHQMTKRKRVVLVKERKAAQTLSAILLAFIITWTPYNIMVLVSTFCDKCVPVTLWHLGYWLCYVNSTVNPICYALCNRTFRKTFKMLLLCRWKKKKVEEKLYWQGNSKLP
# CRFBP-R2 agonist – agonists of human CRF-binding protein/CRF-R2 receptor complex. actives 0.46% (n = 350,000). activation, % at 13.2 µM. HEK293 CRF-R2/CRF-BP, calcium dye fluorescence (FLIPR); percent of saturating CRF peptide response. AID 588473;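 active = activation of at least 50%, plus an integration ratio under a set limit after plate pattern correction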;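 note: plate controls were neutral control wells without compound for no effect and CRF at EC100 for full effect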
# CHRM1 PAM – positive allosteric modulators of human M1 muscarinic receptor. P11229. CHO-K1 hM1, Fluo-8 calcium fluorescence, ACh EC20; 0% = ACh EC20, 100% = maximal ACh. activation, % at 3 µM. actives 0.088% (n = 360,000). AID 588819; in the data active = activation above about 19%, passing the limit was not always enough
# CHRM5 PAM – potentiates acetylcholine response at human M5 receptor; CHO-K1 hM5, Fluo-8 calcium, ACh EC20 PAM; 0% = ACh EC20, 100% = ACh EC100; activation, % at 3 µM; actives 0.3% (n = 360,000);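 active = activation above the run cutoff, the mean activation of all test compounds plus 3 SD, cut at about 18% in these data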
#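 system = human M5 receptor in CHO-K1 cells | reagent = EC20 acetylcholine as agonist stimulus | compound dosing = single-point, 3 µM nominal | incubation = Fluo-8 loading 80 min at 37 °C plus 30 min room temperature | detection = Fluo-8 calcium dye fluorescence, kinetic read | benchmarks = low control EC20 acetylcholine (0%), high control EC100 acetylcholine (100%)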
# CHRM5 agonist – CHRM5 agonism in calcium assay; CHO-K1 hM5 cells, Fluo-8 calcium fluorescence; 0% DMSO wells, 100% maximal acetylcholine response; activation, % at 3 µM; P08912; AID 624037; actives 0.19% (n = 360,000);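 active = activation above the run's mean over test compounds plus 3 SD, cut at about 23% in these data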;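 note: signal is peak over basal fluorescence ratio across the kinetic read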
# CRFBP-R2 block – CRF-BP/CRF-R2 complex antagonism; actives 0.59% (n = 350,000); inhibition, % at 11.8 µM; AID 588475; HEK293 CRF-R2/CRF-BP, CRF-induced calcium fluorescence;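 active = inhibition of the ligand-induced calcium signal above about 50% at the single tested concentration, limit read from the data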
# M4 ag – CHRM4 agonism in calcium assay | CHO-K1 hM4/Gqi5, Fluo-8 calcium fluorescence; vehicle 0%, full acetylcholine response 100% | activation, % at 3 µM | actives 0.14% (n = 360,000);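 active = activation above the run mean over all test wells plus 3 SD, cut at about 32% in these data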;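 note: peak over basal fluorescence ratio per well then scaled between controls; 0% = DMSO wells and 100% = acetylcholine at EC100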
# M4 antag – blocks acetylcholine activation of human M4 receptor. P08173. CHO-hM4 cells, ACh EC80, Fluo-8 calcium fluorescence. inhibition, % at 3 µM. actives 0.73% (n = 360,000);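 active = inhibition above its plate's cutoff, the mean inhibition of sample wells plus 3 SD, cut at about 27% in these data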;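 note: 0% = acetylcholine EC80 with DMSO and 100% = DMSO without agonist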
# Active calls of the source: *; · = no result given.
no.	SMILES	CRFBP-R2 block	CHRM5 PAM	M4 antag	M5 antag	M4 ag	CHRM1 PAM	M4 PAM	CHRM5 agonist	CRFBP-R2 agonist
1	COc1ccc2cc3cc(C(=O)Nc4cc(OC)c(OC)c(OC)c4)oc3nc2c1	-4	-15	3	6	9	0	-8	-4	0.0
2	N=c1sccn1CC(=O)Nc1cc(S(=O)(=O)N2CCCCC2)ccc1Cl	-22	-3	2	6	1	-6	1	-17	3.1
3	COc1cccc(C2/C(=C(\O)c3ccc4c(c3)OCCO4)C(=O)C(=O)N2CCN(C)C)c1 (stereo not given)	11	-1	2	-3	0	5	2	-5	0.0
4	O=C(c1cccc(OC2CCN(C3CCCC3)CC2)c1)N1CCCCCCC1	9	-12	7	17	3	-2	-12	-18	-0.9
5	O=C1NCCN/C1=C\C(=O)c1ccccc1	4	-3	4	5	0	-3	-2	-2	0.7
6	COc1ccc([C@@H]2[C@@H](C)N(c3ccccc3)c3ccccc3C(=O)N2Cc2ccccc2)cc1	-2	-3	-5	-5	0	-6	-5	-2	0.2
7	Cc1ccc(C2Nc3ccccc3NC3=C2C(=O)OC(C)C3)cc1 (stereo not given)	-3	1	-8	2	1	3	7	3	-0.4
8	Cn1cc(/C=C/C(=O)c2ccccc2)c2ccccc21	-6	-7	-4	13	-1	5	-18	-4	1.4
9	COc1ccc(C(C)(NC(C)=O)c2nc(-c3cccc(C(=O)O)c3)cs2)cc1 (stereo not given)	·	1	-24	-3	1	3	4	0	·
10	Cc1cccc(S(=O)C(c2ccccc2)c2ccccc2)c1 (stereo not given)	22	0	-2	6	0	0	4	-1	-1.2
11	O=C(O)CCC(=O)N1CCN(c2ncccn2)CC1	-6	1	-3	4	1	3	-9	-2	-0.2
12	COc1ccc(S(=O)(=O)N2CCOCC2)cc1NC(=O)CSc1ncnc2ccccc12	2	13	3	9	0	12	-2	2	-1.6
13	COc1cccc(/C=C/C(=O)OCC(=O)N2CCCC2)c1OC	0	-1	1	6	0	2	-5	2	4.1
14	COc1ccc(NC(=O)c2ccc(S(=O)(=O)N3CC(C)OC(C)C3)cc2)cc1 (stereo not given)	2	0	-19	-4	4	8	7	1	1.6
15	COc1ccc(S(=O)(=O)N2CCc3ccccc32)cc1C(=O)N(CC(C)C)C1CCS(=O)(=O)C1 (stereo not given)	12	4	-18	-6	2	7	16	-5	-3.0
16	O=c1c2ccccc2nnn1CSc1nnc(Nc2ccccc2)s1	-2	6	-2	-2	1	-9	-2	0	12
17	Cc1ccc(CNC(=O)c2ccccc2NC(=O)CN2CC(C)OC(C)C2)cc1 (stereo not given)	-2	-7	0	15	13	0	-7	1	0.1
18	CCO[C@@H]1OC(C(=O)NCc2ccccc2)=C[C@H](c2csc3ccccc23)[C@H]1CCCO	-12	-32	27*	12	42*	-14	-14	-4	0.7
19	COC(=O)C1(C(=O)OC)C(C(=O)c2ccccc2)C1c1ccccc1 (stereo not given)	7	0	7	14	2	-4	-2	-4	-3.0
20	O=C(COc1ccc(C(=O)c2ccccc2)cc1)NC1CCCCC1	-10	-4	7	4	0	-4	-14	1	2.0
21	CC(C)NC(=S)NC(=O)c1ccc(Cl)cc1Cl	-3	-4	2	1	-1	0	-2	-1	-1.1
22	O=C(Oc1ccc(OC(=O)N2CCCCC2)cc1)c1ccccc1	24	-4	5	1	0	-21	-3	-7	-0.2
23	COCc1cccc(-c2csc(C(N)c3ccc(F)c(F)c3)n2)c1 (stereo not given)	·	0	-1	5	6	-2	1	1	·
24	O=C(COc1ccc(Cl)cc1)NCCCn1ccnc1	8	1	-13	-7	1	9	11	-3	1.2
25	COC(=O)[C@]12CCCCC=C1N(Cc1cccc3ccccc13)C(=O)[C@H](CC(=O)NCc1ccccc1)C2	·	-8	-3	8	4	·	-5	0	·
26	O=C(CNC(=O)N1CC(=O)Nc2ccccc21)NCCc1cccc(F)c1	-10	6	-8	-4	1	11	19*	-2	0.3
27	CC1Cc2ccccc2N1C(=O)Cn1c(=O)oc2cc(S(=O)(=O)N3CCCCC3)ccc21 (stereo not given)	-6	-8	-2	-1	3	-3	-2	-1	-0.3
28	CC1Sc2ccc(S(=O)(=O)CCC(=O)NC3CCCCCC3)cc2NC1=O (stereo not given)	-13	1	2	5	11	-4	-4	7	-1.8
29	Cc1onc(-c2ccccc2)c1CNC(=O)CN1C(=O)c2ccccc2C1=O	109*	-19	0	22	1	-2	-10	-3	1.0
30	CCNC(=S)NNC(=O)c1csc2c1CCCC2	6	5	-6	-2	2	10	20*	1	-1.4
31	CCN(CC(=O)NCc1ccc(Cl)cc1)C(=O)C1CCN(S(=O)(=O)c2ccc(OC)c(OC)c2)CC1	-7	-7	-7	4	2	2	-5	-5	-1.8
32	COc1ccc(Cn2cc(CN3CCc4onc(-c5ccc(Br)cc5)c4C3=O)nn2)cc1	·	-10	-6	8	16	·	-9	2	·
33	COc1ccc(Oc2coc3c(CN(C)C)c(O)ccc3c2=O)cc1	7	0	13	-3	1	-9	-13	-14	-0.6
34	O=C1c2ccccc2-c2onc3ccc(N4CCCC4)c1c23	-52	-6	9	12	2	-6	-10	7	83*
35	C/[N+]([O-])=C\C1C(=O)CC(C)(C)CC1=O	53*	-3	0	-13	0	-1	-1	-2	-4.4
36	CN1CCC(CNC(=O)Nc2csc3ccccc23)CC1	5	5	-3	-6	1	10	6	2	-0.2

# Structures shown so far that have an aryl thioether with sulfur outside any ring (2):
no.	SMILES	CRFBP-R2 block	CHRM5 PAM	M4 antag	M5 antag	M4 ag	CHRM1 PAM	M4 PAM	CHRM5 agonist	CRFBP-R2 agonist
12	COc1ccc(S(=O)(=O)N2CCOCC2)cc1NC(=O)CSc1ncnc2ccccc12	2	13	3	9	0	12	-2	2	-1.6
16	O=c1c2ccccc2nnn1CSc1nnc(Nc2ccccc2)s1	-2	6	-2	-2	1	-9	-2	0	12

# The list continues.
no.	SMILES	CRFBP-R2 block	CHRM5 PAM	M4 antag	M5 antag	M4 ag	CHRM1 PAM	M4 PAM	CHRM5 agonist	CRFBP-R2 agonist
37	Cc1ccc2nc3cc([N+](=O)[O-])cc([N+](=O)[O-])c3cc2c1	23	2	6	3	1	11	-4	-5	3.0
38	O=C(COC(=O)c1n[nH]c2ccccc12)Nc1ccccc1F	9	-4	-1	4	4	-12	-3	9	-3.3
39	COc1ccc(Nc2cc(C(=O)N3CCc4ccccc4C3)c3ccccc3n2)c(OC)c1	-18	0	-5	13	6	-2	2	-1	3.2
40	Cc1noc(NS(=O)(=O)c2ccc(NC(=O)c3ccoc3C)cc2)c1C	9	3	-9	-1	1	12	-1	3	0.4
41	Cn1cnnc1SCC(=O)c1c[nH]c2ccccc12	-3	0	-3	1	0	2	5	-4	0.0
42	CCC(=O)N(CCc1ccc(OC)c(OC)c1)Cc1cc2ccc(C)cc2n2nnnc12	11	-2	-16	-14	0	8	-3	-7	0.1
43	C[C@]12CC[C@@H]3c4ccc(O)cc4C(=O)C[C@H]3[C@@H]1CC[C@@H]2O	-6	-2	8	-5	3	0	-7	2	11
44	NS(=O)(=O)c1ccc(NC(=O)CSC2CCCCC2)cc1	-12	2	-2	1	1	0	-6	2	-8.9
45	O=C(N/N=C\c1cccnc1)c1ccc(Cl)s1	-14	-4	-7	9	1	-4	0	-2	-0.3
46	O=C1C=C(c2ccccc2)C(c2ccccc2)C1O (stereo not given)	-75	-4	7	7	1	4	0	-4	77*
47	COc1ccc(-n2c(-c3ccc(Cl)cc3)c[nH]c2=S)cc1	0	8	9	4	0	5	-3	7	-1.8
48	CCN1CCN(c2cc(C)c3cc(NC(=S)N4CCOCC4)ccc3n2)CC1	4	6	-1	4	1	19	4	1	2.1
49	Cc1nc2cc(Nc3nnc(-c4ccccc4)c4ccccc34)ccc2n1C	6	-3	-2	1	2	-6	4	3	0.6
50	COc1ccc(NS(=O)(=O)c2ccc(NC(=O)C(C)(C(F)(F)F)C(F)(F)F)cc2)nn1	5	0	-1	3	1	-2	-3	0	1.1
51	CC1CCCCN1S(=O)(=O)c1ccc(S(=O)(=O)N2CCN(c3ccc(F)cc3)CC2)cc1 (stereo not given)	-13	-3	-1	5	1	1	1	1	-3.4
52	COc1ccc(-n2ncc3c2CC(C)(C)CC3NC(=O)c2ocnc2C)cc1 (stereo not given)	2	2	2	0	1	4	3	-2	0.0
53	ONC(=Nc1ccccc1Cl)c1c(F)cccc1F	6	9	-9	2	3	15	-2	-2	-1.1
54	CNC(=O)c1ccccc1F	-3	-1	-3	-1	0	5	0	-4	0.1
55	O=C(CSc1ncnc2sc3c(c12)CCC3)NCC1CCCO1 (stereo not given)	10	-5	-8	1	2	1	-4	-8	-1.3
56	O=[N+]([O-])c1cc([N+](=O)[O-])c2oc(-c3ccccc3)c(Br)c2c1O	57*	-15	-2	7	7	-6	-6	-3	4.4
57	CCN(CCn1cccn1)Cc1ccccc1OCC(O)CN1CCc2ccccc2C1 (stereo not given)	2	2	-6	2	2	-5	5	-16	1.2
58	Cc1cc(Cl)ccc1OCC(=O)OCC(=O)Nc1cccnc1Cl	5	10	-17	0	2	8	11	-3	-0.4
59	CCOC(=O)c1c(S(=O)(=O)NCC(=O)NCc2cccc(C)c2)c(C)n(C)c1C	-8	0	3	-1	0	2	-4	-4	0.0
60	Cc1cc(C(=O)Nc2cc(C(C)(C)C)on2)c(C)o1	-24	1	2	-2	-1	4	-10	0	2.7
61	CCOc1cc(/C=C/C(=O)N(CC)CC(=O)NCc2cccs2)cc(Cl)c1OC	-5	-6	-9	0	5	7	3	0	0.8
62	COc1ccc(NC(=O)NCc2cccnc2)cc1OC	-5	-1	0	0	0	10	2	0	-1.0
63	CCOC(=O)C1CCCN(C(=O)CCc2nnc(-c3ccc(C(C)=O)s3)o2)C1 (stereo not given)	10	-7	-32	4	7	-11	6	5	4.7
64	C(=C\c1ccccc1)/CN1CCN(C(c2cccc3ccccc23)c2nnnn2Cc2ccccc2)CC1 (stereo not given)	·	-22	6	38*	2	-20	-11	-3	·
65	N/C(Cn1nnc(-c2ccccc2)n1)=N\O	13	-1	12	-4	0	4	-5	1	-2.9
66	CN(C)c1[nH]c(=O)c(C#N)c2c1CCN2Cc1ccccc1	3	7	-8	-2	1	2	5	-7	-2.1
67	Cn1c(O)c(N=NC(=O)c2ccccc2O)c2ccccc21	-10	-6	0	4	7	-6	-5	5	-1.5
68	CC1CCN(S(=O)(=O)c2cc([N+](=O)[O-])ccc2Cl)CC1	10	-5	-3	12	-1	14	0	-5	-1.7
69	O=C(CCSc1nnc(-c2ccncc2)o1)Nc1ccc(F)cc1	11	1	-2	-5	4	5	4	3	2.2
70	OC(COCc1cccs1)CN1CCCCCC1 (stereo not given)	-5	-1	12	5	0	-8	-12	-7	5.7
71	CCOCCOc1cc(NCc2ccccc2)c2ncn(C(C)C)c2c1	-3	10	1	4	1	8	6	-1	-4.2
72	CCN1CCN(C(c2cccs2)C(C)NS(=O)(=O)c2ccc(Br)cc2)CC1 (stereo not given)	-11	-10	13	4	1	-14	-4	-6	-4.7
73	O=C(NNC(=S)Nc1ccc(C(=O)O)c(O)c1)c1ccncc1	1	0	-8	4	2	4	8	3	3.5
74	S=c1nc[nH]c2c1cnn2-c1ccccc1	8	-4	4	8	1	5	-6	-4	0.0
75	N#CC1=C(N)NC(SCC(=O)Nc2ccccc2)=C(C#N)C12CCCCC2	-17	-2	-5	-5	5	-4	-4	6	-1.1
